High-throughput results from PubChem BioAssay.
OXTR potentiator – human OXTR potentiation; P30559; CHO-OTR cells, Fluo-8 calcium fluorescence, potentiator mode; 0% = oxytocin EC15, 100% = EC100; activation, % at 3 µM; 320,000 tested, 0.061% active;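 active = activation above that plate's cutoff, the mean activation of tested compounds plus 3 SD, cut at about 6.6% in these data, passing the limit was not always enough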;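 note: 100% uses oxytocin at 75 nM as the full agonist control; some results filed as inactive read as strong as hits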
Target sequence (P30559 whole entry, looked up): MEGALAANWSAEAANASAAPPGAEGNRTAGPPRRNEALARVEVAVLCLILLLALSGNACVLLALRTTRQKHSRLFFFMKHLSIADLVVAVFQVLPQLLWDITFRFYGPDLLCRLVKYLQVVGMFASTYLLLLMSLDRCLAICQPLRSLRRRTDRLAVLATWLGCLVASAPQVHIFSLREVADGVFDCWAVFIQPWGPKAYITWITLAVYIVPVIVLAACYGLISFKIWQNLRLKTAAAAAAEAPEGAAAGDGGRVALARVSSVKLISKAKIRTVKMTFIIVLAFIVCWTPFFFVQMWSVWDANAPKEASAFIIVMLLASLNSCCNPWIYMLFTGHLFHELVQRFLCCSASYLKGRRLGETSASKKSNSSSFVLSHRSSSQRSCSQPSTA
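System: human OTR in CHO cells; Also added: sub-maximal oxytocin, roughly EC15; Timing: compound 6 min at room temperature before oxytocin, 100 s read; Technique: Fluo-8 intracellular calcium fluorescence, ex 470-495, em 515-575 nm; Controls: oxytocin EC15 low and EC100 high; Replication: singlicate.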
CHO-K1 Ca PAM – M1 PAM counterscreen hit in parental CHO-K1 cells | 360,000 tested, 0.02% active | ATP EC20, Fluo-8 calcium fluorescence; 0% at ATP EC20, 100% at ATP max | activation, % at 3 µM;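 active = activation above the run cutoff, the mean activation of all test compounds plus 3 SD, cut at about 40% in these data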;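 note: peak over basal fluorescence ratio in a 140 s read after ATP addition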
V1R ag counter – V1a receptor agonism, counter-screen for OXTR agonists; P37288; activation, % at 3 µM; AID 2797; 320,000 tested, 0.25% active; CHO-V1R cells, Fluo-8 calcium fluorescence, agonist mode; 0% DMSO, 100% 3 nM vasopressin;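 active = activation above the mean activation of all tested compounds plus 3 SD, per screening run, cut at about 20% in these data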;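 note: signal is peak over basal fluorescence ratio across a 100 second FLIPR read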
Target sequence (P37288 whole entry, looked up): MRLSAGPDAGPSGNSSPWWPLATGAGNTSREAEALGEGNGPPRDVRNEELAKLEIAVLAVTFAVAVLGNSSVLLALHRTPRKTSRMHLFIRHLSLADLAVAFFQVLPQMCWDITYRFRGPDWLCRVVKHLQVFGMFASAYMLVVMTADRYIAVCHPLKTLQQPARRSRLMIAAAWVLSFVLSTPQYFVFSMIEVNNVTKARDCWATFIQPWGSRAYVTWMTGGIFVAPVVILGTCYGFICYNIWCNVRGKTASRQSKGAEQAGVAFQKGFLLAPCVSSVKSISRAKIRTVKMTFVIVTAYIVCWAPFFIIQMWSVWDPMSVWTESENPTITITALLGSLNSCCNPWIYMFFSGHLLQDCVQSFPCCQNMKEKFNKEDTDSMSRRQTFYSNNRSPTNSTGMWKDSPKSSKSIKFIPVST
CHO-K1 Ca antag – counter-screen for M1 antagonists: effect in parental CHO-K1 cells; ATP-induced calcium, Fluo-8 fluorescence; inhibition, % at 3 µM; 360,000 tested, 0.6% active; AID 602250;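 active = inhibition above a per-plate cutoff, the plate's mean sample inhibition plus 3 SD, cut at about 24% in these data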;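 note: 0% = DMSO plus EC80 ATP and 100% = DMSO alone without ATP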
GPR7 antagonist – human neuropeptides B/W receptor 1 antagonism; inhibition, % at 4.4 µM; GPR7-expressing cells, fluorescence antagonist assay; 290,000 tested, 1.1% active; P48145; in the data active = inhibition above about 16%, passing the limit was not always enough;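 note: cells stimulated with the agonist NPW; 0% = agonist with vehicle and 100% = vehicle without agonist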
OXTR ag – human OXTR agonism | P30559 | CHO-OTR cells, Fluo-8 calcium fluorescence; normalized: DMSO 0%, oxytocin 100% | activation, % at 3 µM | 320,000 tested, 0.32% active;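 active = activation above the mean of all tested compounds plus 3 SD, cutoff set per screening run, cut at about 20% in these data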;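 note: peak over basal fluorescence ratio from a 100 s FLIPR kinetic read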
CHO parental Ca – counter-screen: ATP calcium response change in parental CHO cells; parental CHO-K1, ATP-induced calcium, Fluo-8 fluorescence; 330,000 tested, 0.63% active; inhibition, % at 5.6 µM; AID 463079;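 active = inhibition above that plate's mean sample inhibition plus 3 SD, cut at about 26% in these data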;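 note: 0% = ATP-challenged DMSO wells and 100% = DMSO wells without ATP; some compounds past the cut are filed as inactive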
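Material: Parental CHO cells | Reagent: ATP | Compound dosing: Single nominal dose of 5.6 µM per compound | Detection: Intracellular calcium via Fluo-8 no-wash fluorescent dye | Read-out: % inhibition of ATP-induced calcium mobilization | Benchmarks: Low control ATP plus DMSO, high control DMSO only | Replicates: Singlicate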
M1 ag parental – nonselective activator or artifact in parental CHO-K1 cells | Fluo-8 calcium fluorescence; scaled to maximal ATP response, vehicle zero | activation, % at 3 µM | 360,000 tested, 0.48% active; in the data active = activation above about 15%;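 note: untransfected CHO-K1 host cells lacking M1 receptor as counterscreen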
TAAR1 antagonist – human TAAR1 antagonism; Q96RJ0; CHO RD-HGA16 TAAR1, Fluo-8 calcium fluorescence, antagonist; inhibition, % at 3 µM; 360,000 tested, 1.5% active; AID 624466;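 active = inhibition above a per-plate cutoff, the mean inhibition of test compounds on that plate plus 3 SD, cut at about 49% in these data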;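 note: 0% = DMSO plus EC80 beta-PEA response and 100% = DMSO alone without agonist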
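System: RD-HGA16 CHO cells with stable hTAAR1 and Gα16 | Probe or stimulus: EC80 β-phenethylamine stimulus | Dosing: 3 µM, single point | Times: Dye loading 75 min at 37 °C, then 30 min room temperature | Measured by: Fluo-8 calcium-sensitive fluorescence | Read-out basis: % inhibition of agonist calcium response | Replicates: n of 1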
Numbers without * were called inactive; · = not tested or not shown.

SMILES	OXTR potentiator	CHO-K1 Ca PAM	V1R ag counter	CHO-K1 Ca antag	GPR7 antagonist	OXTR ag	CHO parental Ca	M1 ag parental	TAAR1 antagonist
COC(=O)COc1ccc(/C=C2/NC(=O)N(CC(=O)OC)C2=O)cc1	-18	11	1.1	-8	-18	0.4	-5	0.6	6
CCOC(=O)c1ccc(OC(=O)CCCCCN=C(N)N)cc1	-4	6	1.0	6	·	1.1	-6	1.0	-15
COc1ccc(C(=O)n2ncc(C#N)c2N)cc1	·	3	·	-12	-2	·	·	0.2	7
C/C=C(\C)CN1CCN(c2cc(C)ccc2C)CC1	6	12	-1.4	-3	-12	-1.1	-11	0.3	-4
CN(C)CCNC(NC(=O)c1cccs1)C(Cl)(Cl)Cl (stereo not drawn)	-1	-3	0.3	7	-6	-1.4	-1	-0.3	14
Cc1nc(C)n(C(C)CNC(=O)c2cccc(Br)c2)n1 (stereo not drawn)	·	17	·	-3	-23	·	·	0.7	-11
COc1cc(C)ccc1S(=O)(=O)NC(=O)Cn1nnc(COc2ccc3c(c2)CCCC3)c1C	·	-10	·	6	·	·	·	-0.1	-6
O=C1CSC(=S)N1N=Cc1ccccc1O	·	-19	·	-9	·	·	·	0.2	-26
COc1ccccc1C(=O)NNC(=O)CCCN1C(=O)/C(=C/c2cccs2)SC1=S	0	24	-0.9	-4	-9	-0.3	-12	9.7	-11
Cc1c(C(=O)Nc2cccnc2Cl)oc2ccccc12	-10	6	-0.9	-23	-20	-1.3	-14	0.2	-11
COC(=O)c1cc(NS(=O)(=O)c2ccc(NC(C)=O)cc2)cc(C(=O)OC)c1	-6	3	0.1	6	-6	1.3	-10	-0.1	-1
COc1ccc(C(=O)NC(C)c2csc(C)n2)cc1OC1CCN(C(C)=O)CC1 (stereo not drawn)	3	17	0.8	-6	-4	1.4	-10	6.6	-13
CN1CCN(C(=O)Cn2c(=O)oc3cc(S(=O)(=O)NCc4ccccc4)ccc32)CC1	-3	20	0.9	2	6	0.2	-3	-0.1	7
Cc1ccc(N2C(=O)C3C4CCC(O4)C3C2=O)c(OC(F)F)c1 (stereo not drawn)	-4	13	0.2	0	·	1.2	-6	-0.4	2
CN(C)c1ccc2c(c1)Sc1cc(N(C)C)ccc1N2C(=O)c1ccccc1	-2	-9	-1.4	-11	0	-0.8	38*	1.1	-6
CC(=O)c1c(C)[nH]c(C(=O)OCn2nnc3ccccc3c2=O)c1C	-18	4	3.0	-5	-1	5.3	-14	1.6	20
Cc1cc(C)n2nc(CC#N)c(C#N)c2n1	-12	8	0.5	-8	1	-0.5	4	0.1	5
O=c1c2[nH]c3ccc(F)cc3c2ncn1CCCN1CCOCC1	-14	16	2.1	-2	-4	0.7	-7	1.0	3
CN(CC(=O)Nc1cccc(F)c1)C(=O)c1cn(-c2ccccc2)nc1-c1ccc(F)cc1	-8	10	2.0	-13	·	1.6	-14	3.7	28
Cc1cc2ccccc2n1CCNC(=O)Cc1cccc2ccccc12	-6	13	-0.6	12	6	-1.6	-11	0.8	5
CN(C1CC(C)(C)N(O)C(C)(C)C1)S(=O)(=O)CC12CCC(CC1=O)C2(C)C (stereo not drawn)	-5	4	0.0	-15	-12	0.6	-17	0.7	15
CC(=O)NCCc1ccc(C(=O)COC(=O)c2ccco2)cc1	-4	19	0.5	-17	·	1.2	-5	1.4	-6
c1ccc(CN2CCN(CCN3CCn4c3nc3ccccc34)CC2)cc1	6	13	-0.1	-8	-12	-0.1	-12	-0.2	-14
COc1ccc(-c2nnc(SCC(=O)NC3CC3)o2)cc1	-2	8	0.7	-6	·	0.3	9	0.4	-4
CCOc1ccc(S(=O)(=O)N(CC)CC(=O)NCc2cccnc2)cc1	-1	11	-0.2	6	6	-0.4	-12	0.5	-19
O=C(c1ccc(OC2CCN(Cc3ccc(C(F)(F)F)cc3)CC2)cc1)N1CCCCC1	1	-11	1.9	-1	-2	0.7	-11	0.1	-46
CCOc1ccc(-c2[nH]ncc2-c2csc(C)n2)c(O)c1	-11	8	0.2	5	0	0.7	2	0.8	-7
CCc1ccc(NC(=O)CSc2nc3ccccc3c(=O)n2CCCN2CCC(C)CC2)cc1	-4	10	0.5	-8	-7	1.1	-15	0.7	-21
Cc1ccc(S(=O)(=O)N(C)C)cc1NC(=O)CN1C(=O)NC2(CCCc3ccccc32)C1=O (stereo not drawn)	2	19	-0.4	-12	8	0.0	1	0.0	-17
COc1cc(C(=O)NC(CCSC)C(=O)OCC(=O)C(C)(C)C)cc(OC)c1OC (stereo not drawn)	-4	-1	-0.1	-1	1	-0.3	-16	1.1	-29
O=C(Oc1cccnc1)c1ccco1	1	12	0.7	-4	-9	0.7	-11	0.3	-8
Cc1oc(-c2ccccc2F)nc1CSCC(=O)NC1CCCC1	-4	21	2.4	-14	-14	-0.2	-17	3.9	-15
CCO[C@@H]1OC(C(=O)NCc2ccccc2)=C[C@H](c2ccc(C(F)(F)F)cc2)[C@H]1CCCO	-13	12	1.0	-1	-3	1.6	-29	-0.5	10
COC(=O)c1ccc(C2/C(=C(\O)c3cccc(OC)c3)C(=O)C(=O)N2CCCN(C)C)cc1 (stereo not drawn)	-3	0	0.6	2	-2	0.2	-5	0.2	-2
O=C1CCCc2nc(N3CCc4ccccc43)ncc21	0	6	0.7	-31	-5	0.6	-14	9.1	7
O=C(NCC(O)c1ccc2ccccc2c1)c1c(F)cccc1F (stereo not drawn)	-11	12	5.0	-3	20	2.5	-12	4.8	15
CCCNCC(O)Cn1c2ccccc2n2c(=O)cc(C)c(C#N)c12 (stereo not drawn)	-6	19	0.6	6	-1	0.1	-26	14	29
CCOC(=O)c1ccc(NS(=O)(=O)c2ccc3[nH]c(=O)[nH]c3c2)cc1	-3	-2	1.3	4	-12	-0.8	3	-0.1	2
O=C(CN1C(=O)CCS(=O)(=O)c2ccccc21)Nc1cccc(F)c1	-5	10	2.8	-8	13	5.2	-4	1.4	-3
Cc1oc2c(c(C)cc3oc(=O)c(CC(=O)NCCC(=O)O)c(C)c32)c1C	·	-17	·	-6	2	·	·	-0.3	-2
CCc1nc2ccc(C(=O)NC3CCN(Cc4ccccc4)CC3)cn2c1N(CC)Cc1cccc(Br)c1	·	2	·	1	·	·	·	0.3	25
Oc1ccc(N=Nc2n[nH]c(-c3ccc(Cl)cc3)n2)cc1	0	4	0.3	-9	-5	-0.9	-9	0.4	-16
O=C(OCCCN=C1NS(=O)(=O)c2ccccc21)c1cccs1	-5	-3	1.6	13	4	0.4	-10	0.0	-7
CCOc1ccc(S(=O)(=O)N2CCOCC2)cc1NC(=O)CSC(=S)N1CCCC1	4	-21	0.5	10	·	-0.1	-10	0.1	-11
O=C(O)c1ccc(N=N/C(=N\Nc2ccc(C(=O)O)cc2)c2ccccc2)cc1	-7	0	-1.0	-3	·	-2.2	-5	0.2	16
CC(=O)Nc1sc2c(c1C#N)CCCCC2	-2	17	0.2	-3	-14	0.1	-9	1.0	1
Cc1cc(OCCCC(=O)NCCN2C(=O)S/C(=C\c3cccnc3)C2=O)ccc1Cl	-16	11	9.8	10	-10	11	28	4.3	48
COc1ccc(CCNC(=O)COc2ccc(N(C)S(=O)(=O)c3ccc(C)cc3)cc2)cc1OC	-9	12	5.2	-8	-18	4.8	-18	8.9	31
O=C(OCc1ccc(Cl)cc1Cl)c1ccncc1	-12	32	3.2	-32	-9	1.1	-21	5.9	17
CCn1c2c(c(=N)c3c1CCC3)CCCC2	-2	22	0.3	-7	-6	0.1	-5	1.5	6

Continuation:
SMILES	OXTR potentiator	CHO-K1 Ca PAM	V1R ag counter	CHO-K1 Ca antag	GPR7 antagonist	OXTR ag	CHO parental Ca	M1 ag parental	TAAR1 antagonist
CC1CC(C)CN(S(=O)(=O)c2cccc3cccnc23)C1 (stereo not drawn)	-5	16	0.8	-4	·	-0.1	11	1.7	-3
CCN(CC(=O)Nc1ccc2c(c1)OCCO2)C(=O)c1ccc(C(F)(F)F)cc1	-3	-5	0.1	0	·	-0.6	-7	0.2	-16
O=C(NCCC1=CCCCC1)c1ccc(Cl)c([N+](=O)[O-])c1	-6	17	1.6	-16	-7	-2.2	15	6.1	10
CC(NC(=O)CCc1nnc(-c2ccc(-c3ccccc3)cc2)o1)c1nc2ccccc2[nH]1 (stereo not drawn)	-19	-1	5.5	-8	-5	4.7	3	5.1	30
COC(=O)[C@@H](NC(=O)c1cc(COc2cncc(Cl)c2)on1)c1ccccc1	-6	16	4.5	-10	1	2.1	-4	2.5	-20
CCOC(=O)Cn1nc(C)c(NC(=O)COc2ccc(OC)cc2)c1C	4	22	0.6	-6	-13	-0.1	-2	4.0	-12
CC(C)Cc1ccc(-c2cc3nc(NCCc4ccc(S(N)(=O)=O)cc4)ccn3n2)cc1	·	1	·	3	·	·	·	1.0	67*
Cn1nc(C(=O)N2CCN(c3ccc(Cl)cc3)CC2)c2c1-c1ccccc1S(=O)(=O)C2	-11	-3	6.2	3	-7	2.8	0	3.9	22
O=C(O)c1ccc(Nc2nc3c(s2)CCCC3)cc1	-1	14	0.7	-4	-21	0.9	2	0.1	-3
CCOc1ccc(CN(C)Cc2cc(=O)oc3c(C)c(C)ccc23)cc1OC	·	0	·	3	·	·	·	8.3	-12

Not a retest: an excerpt of the list.
SMILES	OXTR potentiator	CHO-K1 Ca PAM	V1R ag counter	CHO-K1 Ca antag	GPR7 antagonist	OXTR ag	CHO parental Ca	M1 ag parental	TAAR1 antagonist
COC(=O)[C@@H](NC(=O)c1cc(COc2cncc(Cl)c2)on1)c1ccccc1	-6	16	4.5	-10	1	2.1	-4	2.5	-20
CCOC(=O)Cn1nc(C)c(NC(=O)COc2ccc(OC)cc2)c1C	4	22	0.6	-6	-13	-0.1	-2	4.0	-12
CC(C)Cc1ccc(-c2cc3nc(NCCc4ccc(S(N)(=O)=O)cc4)ccn3n2)cc1	·	1	·	3	·	·	·	1.0	67*
Cn1nc(C(=O)N2CCN(c3ccc(Cl)cc3)CC2)c2c1-c1ccccc1S(=O)(=O)C2	-11	-3	6.2	3	-7	2.8	0	3.9	22

The listing continues:
SMILES	OXTR potentiator	CHO-K1 Ca PAM	V1R ag counter	CHO-K1 Ca antag	GPR7 antagonist	OXTR ag	CHO parental Ca	M1 ag parental	TAAR1 antagonist
Cc1cccc(OCCNc2ccc(C(F)(F)F)cc2[N+](=O)[O-])c1	-5	28	0.2	-12	-4	-0.5	-18	0.4	-19
Cc1cccc(NC(=S)NC2CC3CCCC(C2)N3Cc2cccs2)c1 (stereo not drawn)	-11	13	6.6	-26	-7	4.7	-7	6.9	-8
CSCCC(NC(=O)C1CCC(C)CC1)C(=O)NCCN1CCOCC1 (stereo not drawn)	-2	20	-0.4	-8	-7	-1.0	-13	0.7	10
c1ccc(COc2cccc(-c3cc4nc(NCc5cccs5)ccn4n3)c2)cc1	·	14	·	-16	·	·	·	0.3	16
CCOc1ccc(NC(=O)CN(C)C(=O)C2CC(=O)N(Cc3ccco3)C2)cc1OCC (stereo not drawn)	-2	7	0.0	-18	·	0.6	-14	0.2	-3
